NCI-60 one-dose screen, 48 h, at 10 µM unless noted. Numbers give growth in % (100 = growth as untreated, 0 = no growth, -100 = all killed).
ACHN – ACHN renal cancer | AID 1794771 | 81,000 compounds, 4.9% hits
OVCAR-3 – OVCAR-3 ovarian cancer; 79,000 compounds, 7% hits; AID 1794787
IGROV1 – IGROV1 ovarian cancer. 79,000 compounds, 4.7% hits
SK-OV-3 – SK-OV-3 ovarian cancer cells; AID 1794785; 80,000 compounds, 3.2% hits
A498 – A498 renal cancer cells. 76,000 compounds, 5.4% hits. AID 1794774
OVCAR-4 – OVCAR-4 ovarian cancer cells. 80,000 compounds, 3.7% hits. AID 1794784
RXF 393 – RXF 393 renal cancer cells | 77,000 compounds, 6.9% hits | AID 1794773
OVCAR-8 – OVCAR-8 ovarian cancer. 81,000 compounds, 4.4% hits. AID 1794782
OVCAR-5 – OVCAR-5 ovarian cancer | 82,000 compounds, 2.9% hits | AID 1794783
* = called active by the depositor; . = not tested or not shown; & = joins results of further samples; ! = not confirmed by another sample. How the source made its calls: active means growth percent below 10; inactive means the rest. Outcome played no part in choosing rows; about 11% have a hit in one of these screens.

SMILES	ACHN	OVCAR-3	IGROV1	SK-OV-3	A498	OVCAR-4	RXF 393	OVCAR-8	OVCAR-5
C=CCCCCCCCCCC(C(=O)O)C(=O)O	101.0	94.6	108.3	99.3	108.7	113.9	102.0	101.3	103.9
CCNc1nc(-c2ccc(F)cc2)c(C#N)c(=O)n1C	52.5	59.1	54.1	55.9	-9.1*	55.2	44.0	73.8	56.0
COc1ccc(NC(=O)Nc2ccccc2CNc2nc(Nc3ccc(OCCN4CCCC4)cc3)ncc2Cl)cc1	-94.7*	-83.8*	24.3	58.5	51.9	-74.3*	-75.6*	-18.2*	21.1
O=c1ccc(=O)n(-c2nc(-c3ccc(Cl)cc3)cs2)[nH]1	80.9	75.0	71.9	98.2	102.3	89.4	87.3	89.7	104.0
OCC1OC(Oc2c(Br)cc(Br)cc2Br)C(O)C(O)C1O (centres undefined)	95.0	111.5	107.1	107.6	97.5	109.7	118.2	109.4	104.0
C#C[C@@]1(O)[C@@H](CO)O[C@@H](n2cnc3c(-c4ccc(F)cc4)ncnc32)[C@@H]1O	108.1	112.5	106.8	101.9	104.4	100.2	110.6	114.3	101.1
COc1ccc(N2CCN(Cc3nnc4n(Cc5ccccc5)c(=O)c5c6c(sc5n34)CCCC6)CC2)cc1	95.0	110.6	104.3	97.7	.	100.3	108.1	105.1	102.1
COc1cc(-c2nn(-c3cccc(NC(=O)c4ccc(N5CCOCC5)c(C(F)(F)F)c4)c3)cc2-c2ccncc2)ccc1Cl	21.3	-29.8*	41.8	1.9*	-29.7*	52.3	-45.2*	5.2*	34.7
COC(=O)[C@]12CC[C@@H](C)[C@H](C)[C@@H]1C1=CC[C@@H]3[C@@]4(C)C[C@@H](OC(=O)/C=C/c5ccccc5)[C@H](O)[C@@](C)(CO)[C@@H]4[C@H](O)C[C@@]3(C)[C@]1(C)CC2	3.5*	-37.1*	31.2	41.9	.	23.3	.	14.6	-27.6*
Cc1cccc(OCC(O)CN2CCN(c3ccc(Cl)cc3)CC2)c1 (centres undefined)	107.8	104.1	124.1	114.6	100.1	106.4	118.1	94.9	102.7
O=Nc1c(O)ccc2ccccc12	83.3&57.7	1.1*!	42.0&51.5	101.5&93.6	99.1&84.6	89.0&19.0	101.9&80.5	-3.4*!	112.3&70.1
Clc1ccc(-c2cc(-c3ccccc3)nc(NCCNc3ccnc4cc(Cl)ccc34)n2)cc1	10.1	-90.6*	-61.3*	100.2	53.3	-69.4*	26.0	-55.9*	48.9
BrCc1cccc(C[P+](c2ccccc2)(c2ccccc2)c2ccccc2)c1	82.7	14.2	38.8	90.2	84.1	36.8	84.4	29.2	81.2
CN1C(=O)C(=Cc2ccc(OCC(=O)N3CCCC3)cc2)C(=O)N(C)C1=O	97.2	104.9	104.1	97.8	98.1	105.5	103.8	94.2	106.5
COc1cc(NC(=O)c2cc3ccccc3nc2Nc2ccc(F)cc2)cc(OC)c1OC	42.9	36.2	54.5	72.8	.	47.7	50.6	43.3	68.8
Nc1cc(N)c(S(=O)(=O)O)cc1N=Nc1cc([N+](=O)[O-])ccc1O	109.3	113.4	105.9	93.8	102.9	109.0	102.6	99.5	108.0
CCOC(=O)C1=C(C)NC(=S)NC1c1ccccc1 (centres undefined)	99.6	109.9	97.4	114.3	86.3	98.5	116.8	102.9	101.0
COc1ccc(C(=O)c2sc3nc(-c4ccccc4OC)ccc3c2N)cc1OC	66.9	68.9	57.5	107.5	47.7	61.5	55.8	43.2	89.8
O=P(O)(Cc1ccccc1)c1ccccc1	109.5	105.1	116.6	98.9	105.3	102.4	105.5	100.1	112.0
O=C(Nc1ccc([N+](=O)[O-])cc1)N1CCC2N(C(=O)Nc3ccc([N+](=O)[O-])cc3)CCC3N(C(=O)Nc4ccc([N+](=O)[O-])cc4)CCC1N23 (centres undefined)	89.9	108.3	101.5	105.6	77.2	95.5	114.2	99.2	101.6
O=C1/C(=C/C=C/c2ccccc2)SC(=Nc2ccccc2)N1Cc1nc2ccccc2[nH]1	102.3	94.5	98.1	84.8	69.0	95.0	30.1	98.9	101.5
COc1ccc(C(=O)CC(Sc2ccccc2N)c2ccc(OC)cc2)cc1 (centres undefined)	95.6&108.5	94.2&106.5	91.3&109.2	98.2&103.2	94.5&123.1	91.5&82.3	115.5&106.3	99.3&94.2	112.4&117.0
CS(=O)(=O)Nc1ccc(C(=O)NC(C(=O)NO)c2ccc(C3CCCC3)cc2)cc1 (centres undefined)	96.6	96.7	94.5	.	92.1	94.8	116.4	103.9	93.4
CCOC(=O)c1c(NC(=O)c2ccc([N+](=O)[O-])cc2)sc2c1CCCC2	103.1	107.0	99.1	94.0	93.0	101.9	110.1	110.7	95.6
Nc1ccc(S(=O)c2ccc(N)cc2)cc1	104.6	112.1	112.7	122.5	86.7	103.4	98.3	98.1	99.5
COc1cc2cc(NCc3ccc(OCC(N)=O)c(OC)c3)nc(C)c2cc1OC	105.4	101.9	111.1	87.5	101.4	106.8	91.2	104.2	94.5
COc1ccc(S(=O)(=O)NCCNc2nccc(-c3c(-c4ccccc4)nc4sccn34)n2)cc1	10.3	12.4	6.6*	23.0	.	27.8	30.8	26.7	73.8
CCOC(=O)CCCOc1ccc(/C=C2\CC/C(=C\c3ccc(OCCCC(=O)OCC)c(OC)c3)C2=O)cc1OC	100.6	105.1	100.1	97.7	84.0	106.4	103.8	90.7	100.2
O=C1/C(=C/c2ccc(O)cc2)CSc2ccc(Cl)cc21	88.9	90.4	16.7	104.9	99.5	94.9	91.1	89.8	95.2
COc1ccc(-c2cnc(-c3ccncc3-c3cccc(OC)c3)o2)cc1	17.1	-13.1*	37.1	-5.4*	35.3	37.6	43.1	26.0	57.4
O=C(CI)NC(=O)NC(=O)NCc1ccccc1	-45.5*	-55.9*	21.1	103.8	91.2	30.3	48.5	56.3	44.3
O=C(NNc1nc2cc(F)ccc2n2cccc12)c1ccncn1	13.3	5.0*	15.5	.	14.6	-6.8*	30.3	18.7	45.0
N#CC1CCc2c(c(-c3ccc4nc(N)sc4c3)nc3ccc4[nH]ncc4c23)C1 (centres undefined)	29.6	69.7	53.2	33.7	-3.7*	64.9	1.4*	46.4	65.5
O=c1cc(N2CCN(Cn3cncn3)CC2)c2ccccc2n1-c1ccccc1	102.5	107.9	84.2	118.1	76.5	82.5	59.0	107.3	99.2
O=C(Nc1nc2ccc(C(=O)N3CCN(/C=C/c4ccccc4)CC3)cc2s1)c1ccc(NCCc2ccccc2)c([N+](=O)[O-])c1	80.9	59.3	64.3	62.9	48.3	42.9	53.2	68.4	83.6
Cn1ncc2c(=O)nc3c(-c4nc5ccccc5[nH]4)n[nH]n3c21	109.9	115.4	109.6	105.1	101.6	110.9	111.1	108.2	119.1
CCCCc1c(CCC)c(=N)c2ccccc2n1C	78.4	90.9	.	99.1	75.9	73.4	90.9	65.5	99.6
CC1(C)CCCC2(C)C1CCC1(C)OC(=O)CCC12 (centres undefined)	104.0	106.3	111.8	101.6	88.9	101.5	104.7	100.9	95.8
N/C(=N\c1nc2ccccc2s1)NC(=O)N1CCC(O)CC1	79.0	100.5	90.1	90.3	81.5	65.4	82.4	92.0	87.6
CCc1cccc2c3c(sc12)C(c1ccc(Cl)cc1)c1c(nc(-c2ccc(Cl)cc2)[nH]c1=O)O3 (centres undefined)	85.0	101.4	57.2	86.0	96.9	84.0	75.0	91.8	95.9
C/C(=N/Nc1ccccc1)C(=O)O	60.7	104.1	70.5	90.5	79.1	100.5	116.3	60.5	85.3
COc1cccc(NC(=O)c2sc3nc(C)c(C(=O)c4ccccc4)cc3c2N)c1	96.6	92.9	91.7	41.0	-2.1*	87.9	85.8	98.8	97.5
N#CCCn1ccc2ccccc21	95.6	118.8	103.5	109.6	.	99.9	103.6	97.2	89.9
Cn1cc2c(c1)-c1nc(N)ncc1CC2	103.1	117.4	.	115.1	96.7	121.5	114.1	105.7	104.6
COc1ccc(C(=O)c2cc(OC)c(OC)c(OC)c2)cc1/C=C/C(=O)c1ccc(OC)c(OC)c1	20.4	-22.1*	29.7	38.4	74.1	.	29.3	26.1	0.9*
CC(C)CSc1nc(NC2CC2)c(C#N)c(-c2ccc(F)cc2)n1	52.4	79.4	84.0	93.9	.	59.3	95.7	83.3	104.8
O=C(O)c1ccc(P(=O)(O)O)c([N+](=O)[O-])c1	102.9	111.2	119.3	107.3	93.9	103.7	104.5	98.0	106.7
CNC(=S)C(=S)NC	94.4	113.6	95.0	116.8	108.2	120.6	108.7	102.5	100.8
CCN(CC)CCOc1ccc(/C=C(\C)C(C)=O)cc1	106.4	104.8	107.3	92.2	104.4	113.6	113.0	97.9	100.9
CCN(CC)CCN(C(=O)OCCOC(=O)N(CCN(CC)CC)c1cccc2sc3ccccc3c(=O)c12)c1cccc2sc3ccccc3c(=O)c12	.	103.5	91.9	100.7	80.7	104.3	107.1	95.6	102.0
Cc1cc(N/N=C/c2nc(-c3ccc(Cl)cc3)oc2C)c2cc(Br)ccc2n1	75.8	-21.2*	63.3	103.9	92.6	-83.0*	98.6	8.2*	96.1
C=C1CCCC(C)(C)[C@@H]1CC/C(C)=C/CC[C@@H]1[C@@]2(C)CCCC(C)(C)C2CC[C@@]1(C)O (some centres undefined)	104.0	101.7	111.3	103.7	127.2	105.8	123.2	102.1	109.1
Cn1nc(-c2ccccc2)c2c(-c3ccccc3)onc2c1=O	58.4	12.2	51.3	13.3	24.6	72.1	23.8	51.9	66.5
O=S1(=O)CCN(Cc2ccncc2)CC1	108.3	114.7	111.4	114.1	70.1	101.0	96.8	100.2	99.3
COc1cc(-c2nn(C(C)(C)C)cc2-c2ccnc(NCCCNS(=O)(=O)c3ccc(Cl)cc3)n2)ccc1Cl	64.1	73.5	50.8	93.9	49.4	39.2	4.9*	73.3	79.5
CCCCCCCC(=O)NO	101.5&116.5	103.2&127.1	105.3&112.8	100.9&115.7	92.7&99.5	107.3	121.9&95.3	102.8&102.0	89.1&117.6
c1ccc2nc3c4ccccc4c4ccccc4c3nc2c1	91.9	99.5	86.3	87.5	89.4	113.4	124.9	100.0	101.8
COc1ccc(-c2nn([C@H]3CC(=O)[C@@H]4OC[C@H]3O4)c(=S)n2C)cc1	107.1	113.7	104.0	99.3	103.7	110.2	101.0	102.2	108.5
CCN1CCN(Cc2ccc(NC(=O)Nc3nc4ccc(Oc5ccnc(C(=O)NC)c5)cc4s3)cc2C(F)(F)F)CC1	-84.5*	-74.1*	-12.2*	-2.5*	-33.4*	-64.1*	-88.4*	-18.6*	-40.6*
CC(=O)Nc1ccc(-c2cn(-c3cccc(C(=O)Nc4cc(Cl)cc(Cl)c4)c3)nn2)cn1	104.0	149.6	99.9	77.1	146.7	140.0	.	114.5	137.9

9 compounds out of the list, arranged by formula weight, rising:
SMILES	ACHN	OVCAR-3	IGROV1	SK-OV-3	A498	OVCAR-4	RXF 393	OVCAR-8	OVCAR-5
N#CCCn1ccc2ccccc21	95.6	118.8	103.5	109.6	.	99.9	103.6	97.2	89.9
Cn1cc2c(c1)-c1nc(N)ncc1CC2	103.1	117.4	.	115.1	96.7	121.5	114.1	105.7	104.6
c1ccc2nc3c4ccccc4c4ccccc4c3nc2c1	91.9	99.5	86.3	87.5	89.4	113.4	124.9	100.0	101.8
CC(C)CSc1nc(NC2CC2)c(C#N)c(-c2ccc(F)cc2)n1	52.4	79.4	84.0	93.9	.	59.3	95.7	83.3	104.8
COc1ccc(-c2nn([C@H]3CC(=O)[C@@H]4OC[C@H]3O4)c(=S)n2C)cc1	107.1	113.7	104.0	99.3	103.7	110.2	101.0	102.2	108.5
Cc1cc(N/N=C/c2nc(-c3ccc(Cl)cc3)oc2C)c2cc(Br)ccc2n1	75.8	-21.2*	63.3	103.9	92.6	-83.0*	98.6	8.2*	96.1
CC(=O)Nc1ccc(-c2cn(-c3cccc(C(=O)Nc4cc(Cl)cc(Cl)c4)c3)nn2)cn1	104.0	149.6	99.9	77.1	146.7	140.0	.	114.5	137.9
COc1ccc(C(=O)c2cc(OC)c(OC)c(OC)c2)cc1/C=C/C(=O)c1ccc(OC)c(OC)c1	20.4	-22.1*	29.7	38.4	74.1	.	29.3	26.1	0.9*
CCN(CC)CCN(C(=O)OCCOC(=O)N(CCN(CC)CC)c1cccc2sc3ccccc3c(=O)c12)c1cccc2sc3ccccc3c(=O)c12	.	103.5	91.9	100.7	80.7	104.3	107.1	95.6	102.0

Carrying on:
SMILES	ACHN	OVCAR-3	IGROV1	SK-OV-3	A498	OVCAR-4	RXF 393	OVCAR-8	OVCAR-5
COc1ccc(C(=N)c2ccc(N(C)C)cc2)cc1	94.3	74.9	78.1	83.6	45.4	85.4	87.7	89.8	93.6
O=C(Nc1cccnc1Nc1ccc(Cl)cc1)c1cn(Cc2ccc(F)cc2)nn1	100.6	106.8	106.6	108.0	88.6	89.8	98.7	96.2	104.6
COc1ccc(/C=C2\CCCCC3=C2N=C2SC(C)=CN2C3c2ccc(OC)c(OC)c2)cc1OC (centres undefined)	95.6	102.7	100.7	100.0	83.0	92.9	102.3	103.4	108.9
O=C(Nc1nc(-c2ccc(Br)cc2)cs1)c1cc(-c2ccc(Br)cc2)nc2ccccc12	65.4	72.1	82.9	47.9	41.2	83.2	94.7	66.0	97.9
COc1ccc2c(c1)c(-c1nc(-c3c[nH]c4c(Cl)nccc34)cs1)cn2C	85.4	47.9	56.5	78.6	94.7	34.0	83.2	95.1	57.4
Cc1cc(C)cc(C(C)(C)C)c1	103.2	103.9	113.8	103.2	.	98.0	100.4	100.0	100.1
COc1ccc(-c2nnc(-c3ccc4c(c3)nc(-c3ccc(OC)cc3)n4C3CCCCC3)o2)cc1	104.8	102.1	103.4	86.1	97.5	96.1	112.3	96.5	124.4
